# UPR XBP1 act – activators of adaptive XBP1 UPR arm, primary screen, cell-based, CHO-XBP1 luciferase reporter, luminescence, uHTS; AID 463104, 2010; IRE1-XBP1 UPR activation; percent of tunicamycin response, DMSO as zero; 330,000 tested, 0.33% active; activation, % at 20 µM;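 active = versus positive control, 20 µM dose yields 30% or more activation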;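 also: 100% = tunicamycin at 10 µg/mL and 0% = DMSO only wells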
#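 Material: CHO-XBP1 cells stably carrying IRE1-XBP1-driven luciferase reporter | Medium: F12 with 10% serum | Compound dosing: 20 µM single concentration, DMSO 1% | Incubation: Overnight seeding at 37 °C, 6 h compound treatment at 37 °C | Detection: Steady-Glo luminescence read | Read-out basis: % activation of reporter signal versus tunicamycin and DMSO controls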
# TIM10 inh – growth inhibitors of isogenic TIM10 control yeast, primary screen, counter-screen for tim10-1 yeast inhibitor project, luminescence, uHTS; AID 463195, 2010; inhibition, % at 10 µM; 330,000 tested, 1.4% active; S. cerevisiae TIM10 strain growth, BacTiter-Glo luminescence, 24 h;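 active = inhibition of 40% or more at the single tested concentration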;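 also: wild-type TIM10 isogenic control strain grown at permissive 25 °C; 0% = DMSO yeast wells and 100% = minimal medium wells without yeast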
# 697 NFkB inh – inhibitors of PMA/ionomycin-induced NF-kB reporter, 697 cells, primary screen, B-cell NF-kB inhibitor project, cell-based, luminescence, uHTS | 697 B-cell NF-kB luciferase reporter, 16 h | inhibition, % at 4 µM | AID 435022, 2010 | 330,000 tested, 0.33% active; in the data active = inhibition above about 35%
# tim10-1 inh – growth inhibitors of tim10-1 mutant yeast, primary screen, luminescence, uHTS. S. cerevisiae tim10-1 ts strain growth, BacTiter-Glo, 24 h. inhibition, % at 20 µM. 330,000 tested, 2.2% active;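 active = inhibition of at least 40%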;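 also: mutant grown at 25 °C; 0% = DMSO wells with yeast and 100% = wells holding no yeast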
# UPR CHOP act – activators of apoptotic CHOP UPR arm, primary screen, cell-based, CHO-CHOP luciferase reporter, luminescence, uHTS; UPR activation; percent of tunicamycin response over DMSO baseline; activation, % at 10 µM; 330,000 tested, 0.34% active; AID 449763, 2010;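 active = at 10 µM dose, activation of 40% or more, normalized to positive control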;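 also: 100% = tunicamycin at 10 µg/mL and 0% = DMSO alone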
#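 System: CHO CHOP reporter cells. Amount: 500 cells per well. Buffer or medium: F12 medium, 10% FBS. Compound dosing: one dose, 10 µM in 0.5% DMSO. Incubation: 6 h compound exposure at 37 °C after overnight seeding. Technique: Steady-Glo luciferase luminescence. Benchmarks: tunicamycin and DMSO controls.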
# Mdm2 MdmX PPI – inhibitors of human Mdm2-MdmX association, primary screen, cell-based, luminescence, split luciferase, SaOS-2, uHTS; Protein Mdm4 (Homo sapiens) + E3 ubiquitin-protein ligase Mdm2 (Homo sapiens), …; SaOS-2 split-luciferase Mdm2/MdmX complementation; inhibition, % at 8 µM; 330,000 tested, 3% active; AID 485346, 2010;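 active = inhibition of at least 50% at 8 µM in the primary screen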
# Target sequence (O15151 whole entry, looked up): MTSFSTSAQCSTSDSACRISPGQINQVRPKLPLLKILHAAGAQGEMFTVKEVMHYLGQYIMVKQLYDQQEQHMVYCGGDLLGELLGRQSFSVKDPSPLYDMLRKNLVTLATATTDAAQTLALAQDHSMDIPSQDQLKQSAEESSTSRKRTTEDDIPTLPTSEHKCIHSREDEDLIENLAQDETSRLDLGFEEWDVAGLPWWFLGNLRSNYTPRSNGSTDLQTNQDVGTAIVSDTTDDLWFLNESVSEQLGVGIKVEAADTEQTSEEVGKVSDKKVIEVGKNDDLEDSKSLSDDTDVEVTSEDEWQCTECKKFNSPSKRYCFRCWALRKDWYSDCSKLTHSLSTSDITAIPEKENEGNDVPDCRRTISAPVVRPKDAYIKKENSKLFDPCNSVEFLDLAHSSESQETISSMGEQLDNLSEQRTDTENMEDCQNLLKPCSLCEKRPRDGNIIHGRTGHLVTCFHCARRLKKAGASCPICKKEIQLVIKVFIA
# Target sequence (Q00987 whole entry, looked up): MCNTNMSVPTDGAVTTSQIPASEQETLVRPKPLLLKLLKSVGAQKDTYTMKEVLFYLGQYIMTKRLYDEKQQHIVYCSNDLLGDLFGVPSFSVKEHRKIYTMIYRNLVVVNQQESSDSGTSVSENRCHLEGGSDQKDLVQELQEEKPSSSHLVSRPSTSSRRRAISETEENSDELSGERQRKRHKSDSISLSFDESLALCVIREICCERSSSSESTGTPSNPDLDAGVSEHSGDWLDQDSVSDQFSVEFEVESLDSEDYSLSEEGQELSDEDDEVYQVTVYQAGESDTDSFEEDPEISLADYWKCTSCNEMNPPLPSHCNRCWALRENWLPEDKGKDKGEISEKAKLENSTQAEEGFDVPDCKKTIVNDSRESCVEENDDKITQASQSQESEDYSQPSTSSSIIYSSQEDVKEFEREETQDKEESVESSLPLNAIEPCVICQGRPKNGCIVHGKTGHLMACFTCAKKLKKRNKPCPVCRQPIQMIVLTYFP
# Jurkat NFkB inh – inhibitors of induced NF-kB luciferase reporter, primary screen, TCR NF-kB activation inhibitor project, cell-based, luminescence, uHTS; inhibition, % at 4 µM; 330,000 tested, 0.53% active; Jurkat, PMA/ionomycin-induced NF-kB luciferase reporter; AID 435003, 2010; in the data active = inhibition above about 50%
# tim23-1 inh – growth inhibitors of tim23-1 mutant yeast, primary screen, luminescence, uHTS; S. cerevisiae tim23-1 growth, BacTiter-Glo luminescence, 24 h; inhibition, % at 20 µM; 330,000 tested, 1.3% active; AID 463212, 2010;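 active = growth inhibition of the mutant yeast at or above 50%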;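 also: temperature-sensitive mutant grown at 25 °C; plate controls were DMSO-treated mutant yeast for no effect and medium wells lacking yeast for full effect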
# Numbers without * were called inactive.
SMILES,UPR XBP1 act,TIM10 inh,697 NFkB inh,tim10-1 inh,UPR CHOP act,Mdm2 MdmX PPI,Jurkat NFkB inh,tim23-1 inh
CS(=O)(=O)c1nc(S(=O)(=O)c2ccc(Cl)cc2)c(N2CCCCC2)s1,-5,22,-28,3,0.7,22,-9,23
COC(=O)CCCC(=O)N1CCCC(N(C)CCc2ccccc2)C1 (stereo not drawn),-3,-10,4,8,1.2,-11,0,2
CCOc1ccc(N2CC(C(=O)Nc3c(C)n(C)n(-c4ccccc4)c3=O)CC2=O)cc1 (stereo not drawn),-2,-4,-5,11,1.2,-19,-3,2
CC(=O)Nc1ccc(NC(=O)COC(=O)CCCc2c[nH]c3ccccc23)cc1,-1,-4,2,-20,4.9,-3,14,1
O=C(COc1ccc(Cl)cc1Cl)N1CCNC1=O,-1,-12,3,-1,0.3,11,6,3
CC(Cc1nnc(SCC(=O)O)n1N)c1ccccc1 (stereo not drawn),-1,9,-3,22,-2.0,-24,6,7
COc1ccc(CNC(=O)C2CCC(=O)N2C(C)C)c(OC)c1 (stereo not drawn),-1,-1,3,5,1.0,4,2,2
COCCNC(=O)C(c1ccc(C)cc1)N(Cc1cccs1)C(=O)CCC(=O)Nc1ccccn1 (stereo not drawn),-1,7,-16,3,-0.1,2,-4,2
Cc1cc(OCC(=O)OCC(=O)NCCN2C(=O)CSC2=O)ccc1Cl,-1,-4,4,-7,-2.8,16,-7,-4
O=C(O)CSc1nnnn1-c1ccc2c(c1)OCCO2,1,-8,-10,9,0.8,16,-15,-9
CCc1cc([N+](=O)[O-])cc(CC)c1N,-2,-7,0,6,-2.3,12,2,9
Cc1ccc(S(=O)(=O)CCC(=O)OCC(=O)c2cc(C)ccc2C)cc1,-3,-2,14,-2,2.4,11,4,3
COc1ccc2cc3cc(C(=O)NCCN4CCN(Cc5ccccc5)CC4)oc3nc2c1,2,75*,-30,57*,6.1,2,-2,39
O=C(Nc1cccc2ccccc12)c1ccccc1,-3,-1,-45,21,2.8,-37,-50,13
CSCCNCc1cn(-c2ccc(F)cc2F)nc1-c1ccccc1C,-3,-1,-4,35,-1.2,3,-6,34
Cc1onc(-c2c(F)cccc2Cl)c1C(=O)N(C)CCc1ccccn1,-6,-6,0,-4,-1.4,14,-8,7
O=C(Cn1ccc(C(F)(F)F)n1)Nc1ccc(S(=O)(=O)NCc2ccco2)cc1,0,2,-39,-2,-1.3,1,6,14
Cc1ccc(NS(=O)(=O)c2c(C)[nH]c(C)c2C(=O)N2CCCCC2)cc1F,15,2,11,2,-1.0,16,15,16
CN(C(=O)c1ccccc1F)C(c1ccccc1)c1ccccc1,-5,-2,20,-40,0.9,4,21,17
C#CC(=O)CCC1CCCN1C(=O)OC(C)(C)C (stereo not drawn),0,10,11,16,0.5,22,4,26
COc1ccc(C)cc1NC(=O)CSc1nnc(-c2cc3cccc(OC)c3o2)n1N,1,-8,13,-13,-3.9,35,14,-7
Cc1ccc(NC(=O)CSc2nnc(CNC(=O)C34CC5CC(CC(C5)C3)C4)n2-c2ccc(F)cc2)cc1,-2,20,6,17,1.8,21,20,1
Cc1onc(-c2ccccc2Cl)c1C(=O)Nc1cccc2cccnc12,0,11,-53,20,-0.4,64*,23,25
FC(F)(F)c1cccc(Cc2noc(CN3CCCC(CN4CCCC4)C3)n2)c1 (stereo not drawn),1,5,2,-8,2.1,18,-3,13
COCC(C)NC(=O)Cn1c(SCc2ccccc2)nc2ccccc21 (stereo not drawn),-2,2,11,6,0.7,11,-6,8
O=C(NCc1cccnc1)C(=O)NCC(c1ccco1)N1CCN(c2ccc(F)cc2)CC1 (stereo not drawn),1,14,-14,7,1.3,23,-4,15
CCOc1ccc(-c2nnn(CC(=O)N3CCCC(C)C3)n2)cc1 (stereo not drawn),1,1,5,14,2.5,11,1,17
CCOc1ccc(N(CC(=O)Nc2ccccc2F)S(=O)(=O)c2c(C)[nH]c(=O)[nH]c2=O)cc1,-5,-1,7,3,0.4,2,-9,7
Cc1ccc(SC[C@H](Cc2ccccc2)N2CCN(C)CCC2=O)cc1,3,7,9,19,0.2,33,19,11
COc1ccc(/C=N/n2cncn2)cc1COc1ccc(NC(C)=O)cc1,-1,-4,3,12,-2.8,5,1,16
CCOc1ccccc1NC(=O)NCc1cccnc1,4,4,-29,1,6.3,-35,-4,13
Cc1ccc(S(=O)(=O)n2ccc(-c3cccc(OCc4c(F)cccc4Cl)c3)n2)cc1,0,2,-3,14,-0.2,13,3,12
Cc1ccc(C)c(NCC(=O)NNC(=S)Nc2ccccc2)c1,-2,-5,6,-1,2.0,-48,-3,1
CCn1cc(C(=O)N2CCCC2)c(=O)c2cc(S(=O)(=O)N3CC(C)CC(C)C3)ccc21 (stereo not drawn),-4,5,1,2,1.6,5,17,-6
CCCCCCCNC(=O)c1cc(-c2ccncc2)nc2ccccc12,-5,2,-15,31,1.4,-5,-14,23
COc1ccc(CNC(=S)N/N=C/c2ccc(OC)c(OC)c2)cc1,-2,40*,18,20,-3.5,16,9,7
CNC(=O)c1ccccc1-c1cn(C)c2ccccc2c1=O,-1,13,6,0,-0.1,-4,-11,15
Cc1cc(C)c2c(=O)[nH]c(SCC(=O)c3ccc(C(C)C)cc3)nc2n1,-1,26,-3,8,-0.7,13,-12,11
COc1ccc(C2C(C(=O)/C=C/c3ccco3)=C(O)C(=O)N2CCN2CCOCC2)cc1 (stereo not drawn),-2,16,15,7,1.3,29,11,17
Cc1ccc(NC(=S)N/N=C/c2cccn2Cc2ccccc2F)cc1,0,7,-13,12,1.6,-43,7,11
CNC(=S)N(Cc1ccc(OC)cc1)Cc1cc2cccc(C)c2[nH]c1=O,-5,6,-5,14,-2.3,18,-12,24
CCOC(=O)CNc1cccc(C(F)(F)F)c1,3,7,1,-6,3.9,-5,14,1
C=CCn1c(N2CCCC2)nc2c1c(=O)[nH]c(=O)n2C,3,10,14,6,1.0,2,2,15
COC(=O)c1cccnc1Oc1ccccc1,-3,8,-17,3,-0.9,-1,-8,-15
CCOC(=O)c1cc(CC)sc1NC(=O)CCC(=O)O,-2,2,11,-3,-0.7,15,-8,9
CSc1ccc(Cl)c(C(=O)NCC(C)C)c1,1,8,12,11,-0.9,-10,-20,9
Cc1ccccc1-c1cnn(-c2cccc([N+](=O)[O-])c2)c1N,-2,15,-8,21,2.8,-27,-6,23
N/C(Cc1ccc([N+](=O)[O-])cc1)=N\OC(=O)c1ccc2ccccc2c1,2,90*,-12,54*,-1.2,88*,-18,81*
Cc1ccc2c(c1)COc1c3ccc(C(=O)NCCO)cc3nn1-2,-1,10,-252,-9,1.9,-87,-74,5
Cc1ccc(S(=O)(=O)N(CC2CO2)c2ccccc2[N+](=O)[O-])cc1 (stereo not drawn),1,15,4,23,-0.8,11,-2,9
CSCCC(NS(=O)(=O)c1ccc(C)cc1C)C(=O)Nc1cccnc1 (stereo not drawn),-3,-4,3,4,1.3,17,-9,2
Cc1cccc(C)c1OCC(=O)N/N=C/c1cccnc1,1,-1,15,8,0.5,0,5,7
COC(=O)c1ccc(N)cc1O,0,3,-17,2,0.1,4,4,0
O=C(NCCc1ccc(F)cc1)c1n[nH]c2ccccc12,5,-4,-45,-10,3.6,-36,-42,27
CCN1CCCc2cc(CN(CCN3CCOCC3)C(=S)Nc3ccc(OC)c(OC)c3)ccc21,-1,-8,2,-3,-0.3,10,-7,-9
COc1cccc(-c2cc(C(=O)NCCCn3ccnc3)c3ccccc3n2)c1,0,3,25,5,2.6,12,-7,12
CC1CCN(C(=O)CSc2n[nH]c(-c3cccs3)n2)CC1,-5,6,15,18,1.5,26,-10,16
CC(=O)Nc1ccc(C(=O)n2nc(C)cc2C)cc1,1,11,-2,9,-0.2,9,11,-16
Cc1ccc(NC(=O)C(C)NC(=O)OCc2ccccc2)cc1C (stereo not drawn),-3,-27,2,-11,1.2,21,-7,14
CCOC(=O)CC(NC(=O)CCc1c(C)nc2nc(C)nn2c1C)c1ccc(OC(C)C)cc1 (stereo not drawn),2,-3,3,9,-2.8,1,6,5

# (more compounds)
SMILES,UPR XBP1 act,TIM10 inh,697 NFkB inh,tim10-1 inh,UPR CHOP act,Mdm2 MdmX PPI,Jurkat NFkB inh,tim23-1 inh
CC(=O)c1cccc(S(=O)(=O)N(Cc2cc3cc4c(cc3[nH]c2=O)OCCO4)CC2CCCO2)c1 (stereo not drawn),-2,27,-3,14,-1.8,6,-4,34
CCOCCCNS(=O)(=O)c1ccc(NC(=O)C2CC(=O)N(c3ccc(C)cc3)C2)cc1 (stereo not drawn),-2,12,20,5,1.4,-1,32,-4
CCOC(=O)C1C(=O)OC(C)(C)C1C(CC)C(=O)c1c(C)cc(C)cc1C (stereo not drawn),-1,9,-7,13,-1.9,15,22,34
O=C(O)c1ccccc1NC(c1ccccc1)c1ccc(Cl)cc1 (stereo not drawn),-4,1,-7,39,-2.0,-4,4,40
COCCCNC(=O)CCc1c(C)nc2c(-c3ccc(F)cc3)c(C)nn2c1C,-1,0,-20,-7,-1.0,-7,-8,8
C=Cn1c(N2CCOCC2)nc2c1c(=O)[nH]c(=O)n2C,0,2,9,-16,0.4,17,10,-14
CNC(C)C#Cc1ccc2sc3cccc(OC)c3c(=O)c2c1 (stereo not drawn),5,26,1,33,0.4,20,-5,30
COC(C[C@@H]1O[C@H]1[C@H](O)[C@@H](C)OCc1ccccc1)OC,-2,-1,4,-23,1.2,10,12,-15
C=CCN1C(=O)c2ccc(C(=O)N3CCN(c4ccccc4OC)CC3)cc2C1=O,-1,16,18,7,1.0,3,5,-10
COc1ccc(Cl)cc1NC(=O)COC(=O)CNC(=O)c1ccc([N+](=O)[O-])c(C)c1,3,-22,20,-1,-0.2,-10,-6,11
Cc1ccc(CNC(=O)CNC(=S)N(Cc2ccccc2)Cc2cccnc2)cc1,1,19,-12,11,-0.3,12,4,7
CCc1noc(C)c1C(=O)Nc1ccc(C#N)cc1,-2,11,-4,3,1.0,-13,11,12
CCOC(=O)c1c(NC(=O)CSc2nc3ccccc3c(=O)n2-c2ccc(F)cc2)sc(C(C)=O)c1C,1,9,-9,8,3.8,39,7,-13
